CHRM4 agonist: agonists of human muscarinic M4 receptor (CHRM4) | P08173 | CHO-K1 hM4/Gqi5, Fluo-8 calcium fluorescence; vehicle 0%, full acetylcholine response 100% | activation, % at 3 µM | 360,000 tested, 0.14% active | AID 624127;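 active = activation above the run mean over all test wells plus 3 SD, cut at about 32% in these data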;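 note: peak over basal fluorescence ratio per well then scaled between controls; 0% = DMSO wells and 100% = acetylcholine at EC100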
Target sequence (P08173 whole entry, looked up): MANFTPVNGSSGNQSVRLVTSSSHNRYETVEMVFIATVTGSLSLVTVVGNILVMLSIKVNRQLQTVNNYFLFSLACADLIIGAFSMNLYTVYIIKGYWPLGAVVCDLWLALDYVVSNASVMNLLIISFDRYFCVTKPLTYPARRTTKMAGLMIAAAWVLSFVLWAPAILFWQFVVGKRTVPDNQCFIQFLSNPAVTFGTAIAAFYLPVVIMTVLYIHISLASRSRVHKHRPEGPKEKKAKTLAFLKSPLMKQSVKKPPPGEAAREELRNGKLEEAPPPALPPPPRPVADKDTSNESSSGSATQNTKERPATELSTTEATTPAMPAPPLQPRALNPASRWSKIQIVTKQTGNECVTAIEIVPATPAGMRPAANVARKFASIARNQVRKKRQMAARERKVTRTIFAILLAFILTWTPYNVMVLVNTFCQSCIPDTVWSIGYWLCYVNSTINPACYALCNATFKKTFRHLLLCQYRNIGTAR
OXTR potentiate: potentiators of human oxytocin receptor | 320,000 tested, 0.061% active | activation, % at 3 µM | P30559 | CHO-OTR cells, Fluo-8 calcium fluorescence, potentiator mode; 0% = oxytocin EC15, 100% = EC100;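 active = activation above that plate's cutoff, the mean activation of tested compounds plus 3 SD, cut at about 6.6% in these data, passing the limit was not always enough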;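 note: 100% uses oxytocin at 75 nM as the full agonist control; some results filed as inactive read as strong as hits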
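Replication – single well per compound, singlicate · Assay system – CHO cell line stably expressing human OTR · Timing – 6 min pre-incubation, 100 s read · Measure – normalized max/min fluorescence ratio, % activation · Doses – 3.0 µM, one dose · Detection – Fluo-8 calcium dye fluorescence · Probe or stimulus – oxytocin near EC15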
M1 ag parental: M1 agonist counterscreen hit in parental CHO-K1 cells. Fluo-8 calcium fluorescence; scaled to maximal ATP response, vehicle zero. activation, % at 3 µM. 360,000 tested, 0.48% active; in the data active = activation above about 15%;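 note: untransfected CHO-K1 host cells lacking M1 receptor as counterscreen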
CHO-K1 Ca antag: nonselective inhibitor or artifact in parental CHO-K1 cells | ATP-induced calcium, Fluo-8 fluorescence | inhibition, % at 3 µM | 360,000 tested, 0.6% active;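 active = inhibition above a per-plate cutoff, the plate's mean sample inhibition plus 3 SD, cut at about 24% in these data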;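 note: 0% = DMSO plus EC80 ATP and 100% = DMSO alone without ATP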
M1 PAM: positive allosteric modulators of human M1 muscarinic receptor | CHO-K1 hM1, Fluo-8 calcium fluorescence, ACh EC20; 0% = ACh EC20, 100% = maximal ACh | activation, % at 3 µM | P11229 | 360,000 tested, 0.088% active; in the data active = activation above about 19%, passing the limit was not always enough
Target sequence (P11229 whole entry, looked up): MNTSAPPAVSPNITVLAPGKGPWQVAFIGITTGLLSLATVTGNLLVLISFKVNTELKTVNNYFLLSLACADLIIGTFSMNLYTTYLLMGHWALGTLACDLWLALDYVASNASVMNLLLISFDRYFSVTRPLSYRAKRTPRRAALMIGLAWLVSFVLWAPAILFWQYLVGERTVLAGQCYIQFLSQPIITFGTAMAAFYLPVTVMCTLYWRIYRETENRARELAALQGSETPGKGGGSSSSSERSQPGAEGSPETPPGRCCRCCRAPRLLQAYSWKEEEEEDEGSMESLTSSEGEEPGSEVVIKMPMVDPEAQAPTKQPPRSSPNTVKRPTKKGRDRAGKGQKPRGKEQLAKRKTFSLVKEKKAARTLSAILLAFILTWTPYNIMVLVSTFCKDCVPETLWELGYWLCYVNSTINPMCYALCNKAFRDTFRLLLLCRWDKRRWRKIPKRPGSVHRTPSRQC
CHRM1 agonist: human M1 muscarinic receptor agonism | activation, % at 3 µM | CHO-K1 hM1, Fluo-8 calcium fluorescence, agonist mode; 0% DMSO, 100% acetylcholine EC100 | 360,000 tested, 0.33% active | P11229;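 active = activation above the run's mean compound activation plus 3 SD, cut at about 16% in these data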;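 note: peak over basal fluorescence ratio within a 140 s kinetic read after compound addition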
M4 antag: CHRM4 antagonism in calcium assay | AID 624125 | CHO-hM4 cells, ACh EC80, Fluo-8 calcium fluorescence | inhibition, % at 3 µM | 360,000 tested, 0.73% active | P08173;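 active = inhibition above its plate's cutoff, the mean inhibition of sample wells plus 3 SD, cut at about 27% in these data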;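 note: 0% = acetylcholine EC80 with DMSO and 100% = DMSO without agonist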
CHO parental Ca: signal in parental CHO cells, OX1R antagonist counter-screen. 330,000 tested, 0.63% active. AID 463079. inhibition, % at 5.6 µM. parental CHO-K1, ATP-induced calcium, Fluo-8 fluorescence;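 active = inhibition above that plate's mean sample inhibition plus 3 SD, cut at about 26% in these data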;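 note: 0% = ATP-challenged DMSO wells and 100% = DMSO wells without ATP; some compounds past the cut are filed as inactive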
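Test system: parental CHO cells; detection: calcium-sensitive Fluo-8 fluorescence; evaluation: percent inhibition of calcium signal; also added: ATP as calcium-mobilizing challenge; repeats: one well per compound; control set: ATP-challenged DMSO wells low, unchallenged DMSO wells high; compound: single nominal dose of 5.6 µM per compound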
M1 antag: human CHRM1 antagonism | 360,000 tested, 1.3% active | P11229 | CHO-K1 hM1, Fluo-8 calcium fluorescence, ACh EC80 antagonist | AID 588852 | inhibition, % at 3 µM;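 active = percent inhibition above its own plate's cutoff, namely the mean of that plate's compound wells plus 3 SD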;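 note: peak over basal fluorescence ratio during 140 s after agonist addition; 0% = ACh EC80 plus DMSO and 100% = DMSO alone without agonist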
* = called active by the depositor; nt = not tested or not shown; & = joins results of further samples; ! = not confirmed by another sample. Hits appear at their usual frequency; overall some 2.9% were active at least once.

SMILES	CHRM4 agonist	OXTR potentiate	M1 ag parental	CHO-K1 Ca antag	M1 PAM	CHRM1 agonist	M4 antag	CHO parental Ca	M1 antag
C=CCc1cccc2cc(C(=O)N3CCN(C(=O)OCC)CC3)c(=O)oc12	-1	-3	0.1	11	6	-7	0	-9	-11
CCOC(=O)C1=C(O)/C(=C/c2ccc(-c3ccccc3C(=O)O)o2)SC1=Nc1ccc(C)cc1	1	nt	0.1	-10	13	4	3	nt	-2
O=C(COc1ccccc1)NC(NC(=S)Nc1ccccc1C(=O)O)C(Cl)(Cl)Cl (stereo not given)	1	-7	0.5	-15	14	0	5	-15	-14
Cc1nnc(SCC(=O)N(CC(C)C)C2CCS(=O)(=O)C2)n1N (stereo not given)	0	-1	-0.3	-11	7	-2	10	-18	-6
O=C(CCCN1C(=O)NC2(CCCC2)C1=O)Nc1ccc(Cl)c(S(=O)(=O)N2CCOCC2)c1	2	nt	0.6	-8	5	-2	-8	nt	-10
Cc1cccc(C2CC(c3ccccc3)Nc3nc(N)nn32)c1 (stereo not given)	3	-4	0.8	4	5	-2	4	-6	-6
O=C(Nc1ccccc1F)c1cc(S(=O)(=O)N2CCOCC2)cs1	2	-8	1.0	-15	15	-2	-12	-6	-16
CC(NC(=O)C1CCN(C(=O)Nc2ccccc2)CC1)c1ccc(Cl)cc1 (stereo not given)	1	-8	1.2	-8	10	-4	-1	-24	-11
O=C(COC(=O)c1cccnc1)Nc1cccc(Cl)c1	2	-12	1.1	-1	9	0	-11	2	-8
CCN(CC)c1nc2ccccc2nc1C(C#N)C(=O)NCCc1ccccc1 (stereo not given)	0	-5	-0.1	1	11	-6	4	-13	-8
COC(=O)/C=C/c1cccc([C@H]2[C@@H]3C=CC[C@@H](C)[C@@H]3C(=O)N2Cc2ccccc2)c1	-2	nt	3.2	-6	1	-10	-14	-21	-11
CN1CCN(C(=O)C23CCC(C)(c4nc5ccccc5nc42)C3(C)C)CC1 (stereo not given)	0	4	0.5	-5	9	-6	1	2	-6
CCc1cccc(CC)c1C(OC(C)=O)c1cccnc1 (stereo not given)	-3	-1	-0.7	-9	0	-8	2	-17	5
CC(=O)N1CCN(Cc2nc3cc(NC(=O)COc4cccc(C)c4)ccc3n2C)CC1	0	-5	-0.1	2	-12	-13	-2	-12	-3
COc1ccc(C(=O)n2nc(C)c(Br)c2C)cc1	1	1	-0.1	-6	11	-2	4	-14	-13
Oc1ccccc1CN1CCCC(N2CCc3ccccc3C2)C1 (stereo not given)	1	-5	1.6	-7	-1	-8	1	-23	-11
COc1cccc(/C=C/C(=O)OCC(=O)Nc2ccc(Cl)cn2)c1	0	-8	1.0	-6	2	-6	6	-13	-3
C/C(=N\NC(=O)c1nnn(-c2nonc2N)c1CSc1ccc(C)cc1)c1cccnc1	0	nt	-0.3	14	21	4	-2	nt	-16
O=C(COc1cccc2c1CCN(Cc1ccc(Cl)cc1)C2=O)N1CCOCC1	14	-10	7.0	-8	2	-5	2	-17	-2
COc1ccc(C(=O)NC2CCCc3c2cnn3-c2ccc(C)c(C)c2)c(OC)c1OC (stereo not given)	4	-9	2.4	1	2	-2	-5	-27	-13
O=C(NNC(=O)c1cccc2ccccc12)c1cccc(Cl)c1	8	nt	2.2	-13	-2	2	-9	nt	-4
CC(C)CC(=O)Nc1nnc(CCc2ccccc2)s1	0	-6	1.4	-7	9	-3	-9	-27	-19
Cc1ccc(NC(=S)N2CCN(S(C)(=O)=O)CC2)cc1Cl	1	-5	1.1	-1	4	-2	8	0	-5
COc1ccc(-n2c(SCC(=O)Nc3cccc(C(=O)O)c3)nnc2-c2ccco2)cc1	0	4	0.5	-11	-4	-3	7	3	1
O=C(Cn1c(-c2ccccc2)c[n+]2ccsc12)c1ccc([N+](=O)[O-])cc1	0	-5	0.7	-10	3	-11	20	2	-4
More results
SMILES	CHRM4 agonist	OXTR potentiate	M1 ag parental	CHO-K1 Ca antag	M1 PAM	CHRM1 agonist	M4 antag	CHO parental Ca	M1 antag
CCN(CC(=O)NCc1cccs1)CC(=O)Nc1ccc(C(N)=O)cc1	1	0	0.5	-1	-4	-4	1	-2	6
CCOc1ccccc1NC(=O)CSc1nnnn1-c1ccccc1	3	-10	2.3	-15	1	-2	1	-30	-3
COc1ccc(/C=C/C(=O)O)cc1S(=O)(=O)Nc1ccc2c(c1)OCO2	1	-2	0.4	-2	4	-1	-2	-10	-10
Cn1c(N/N=C/c2cc3ccccc3nc2Cl)nc2ccccc21	1	-5	1.4	-11	11	-10	6	-13	-12
Nc1cc(C(=O)c2cccs2)ccc1Cl	-2	3	-0.3	4	-5	-5	11	-15	4
CC(NC(=O)Nc1ccc(F)cc1F)c1ccc2c(c1)OCO2 (stereo not given)	1	4	0.6	-10	6	-2	0	1	-13
COc1ccc(CCNC(=O)CSc2nc(O)cc(=O)[nH]2)cc1OC	1	2	1.2	-12	6	-3	8	-2	-6
O=C(O)c1ccccc1-c1c2cc(I)c(=O)c(I)c-2oc2c(I)c(O)c(I)cc12	254*	-12	190*	71*	-26&-27	279*	57*	78*	78*!
CCCCC(=O)Nc1cccc(-c2nn3c(C)nnc3s2)c1	0	5	0.2	0	9	-5	3	-14	-12
O=C(Nc1cccc(S(=O)(=O)N2CCCCC2)c1)[C@@H]1CCCN1S(=O)(=O)c1ccccc1C(F)(F)F	7	nt	2.8	-14	-4	-3	-22	nt	2
Cc1nc2cc(NCc3ccccc3O)ccc2n1Cc1ccccc1	10	-10	3.7	-5	3	-4	-5	-14	3
O=C(O)Cc1sc(N/N=C\c2ccncc2)nc1-c1ccccc1	11	-7	11	-2	-6	5	5	-14	2
O=C(Nc1ccccc1C(=O)N1CCN(c2cccc(Cl)c2)CC1)C1=CSCCO1	14	-11	3.6	-11	0	-2	-8	-13	-6
Cc1ccc(C)c(NC(=S)N(C)C)c1	1	0	0.2	9	4	-3	5	5	-4
O=S(=O)(NCC1COc2ccccc2O1)c1ccccc1F (stereo not given)	1	2	0.2	3	-1	-1	15	-1	-1
COc1cccc(OC)c1OC(=O)/C=C/c1ccc(C)o1	0	-10	1.0	-15	7	-3	-5	-9	-9
CCn1cc(C(=O)NCc2ccc3c(c2)OCO3)c(=O)c2cc(S(=O)(=O)N(C)C)ccc21	1	-6	0.8	-14	7	-8	5	-24	-6
CN(C)S(=O)(=O)N(CC(=O)Nc1ccc2ccccc2c1)c1ccccc1	6	-21	4.2	-17	-1	-2	0	-4	3
CCC1CCCCN1CCCNC(=O)CCNC(=O)Cn1cnc2ccccc2c1=O (stereo not given)	1	-1	0.6	7	-6	-9	-10	4	16
CCOC(=O)CN1C(=O)C(CC)Oc2ccc(Cl)cc21 (stereo not given)	-1	4	0.2	-18	0	-4	-1	-21	0
CC1(c2cccc(Br)c2)NC(=O)N(CC(=O)NCC2CCCO2)C1=O (stereo not given)	1	-9	0.4	-2	0	-4	8	-10	1
CN1CCN(S(=O)(=O)c2ccc(NC(=O)c3cccc(F)c3)cc2)CC1	2	-12	0.3	-1	8	-7	-3	2	-12
CC(C)C[C@H](NC(=O)NCCC1=CCCCC1)C(=O)O	1	-1	0.4	-8	4	-1	6	-13	-10
CCN(CC)CCCN1C(=O)C(=O)/C(=C(/O)c2ccc3c(c2)OCCO3)C1c1ccco1 (stereo not given)	0	-3	0.5	-4	2	-4	-16	-3	1
CCCCOc1ccc(C(=O)Nc2cc(C)c(OCC(=O)N3CCOCC3)c(C)c2)cc1	8	-20	1.5	4	11	0	-5	8	-3
Additional structures follow.
SMILES	CHRM4 agonist	OXTR potentiate	M1 ag parental	CHO-K1 Ca antag	M1 PAM	CHRM1 agonist	M4 antag	CHO parental Ca	M1 antag
CCC1Oc2ccccc2N(CC(=O)NCCN2CCCC2)C1=O (stereo not given)	-1	-3	0.8	-19	18	-4	1	-5	-19
CCCCCCCCN1C(=O)[C@H](CC(=O)NCCC(C)C)C[C@@]2(C(=O)OCC)CCCC=C12	-3	nt	0.8	-20	nt	nt	-10	nt	nt
CCOC(=O)Cn1ccc2cc(S(=O)(=O)N3CCCC3)ccc21	0	nt	-0.1	10	11	2	-7	nt	-17
Cc1nn2cnc3sc4c(c3c2nc1=O)CCCC4	1	-11	0.1	-8	7	-5	-3	-8	-15
CC(=O)c1c(C)nc2cc(Cl)ccc2c1N	1	-2	0.2	-5	7	-5	-3	-7	-8
CC1SC2(NC1=O)C1CC3CC(C1)CC2C3 (stereo not given)	0	-1	0.4	-4	4	-1	-1	0	2
O=C(CS(=O)c1ccc(F)cc1)N1CCOCC1 (stereo not given)	1	-1	8.0	12	5	-2	1	2	-8
CC(Oc1cc2oc(=O)c3c(c2cc1Cl)CCC3)C(=O)NCc1ccncc1 (stereo not given)	3	-8	1.0	-10	7	-2	-1	-17	-7
CCOC(=O)CCC(=O)N1CCOCCOCCOCC1	1	-3	-0.3	-12	-9	-3	0	-5	14
C(=N/Nc1nc(-c2ccccc2)cc(-c2ccccc2)n1)/c1cccnc1	8	-7	3.2	-7	-8	-7	12	-18	16
CCCN1CCC(NC(=O)CCc2nnc(Cc3cc(OC)ccc3OC)o2)CC1	2	-8	0.4	-2	4	-7	-8	-18	-11
CNc1cc(-c2ccc(C(=O)OC)cc2)ncn1	1	nt	0.0	-4	0	-2	-5	nt	-1
CC1CCN(C(=O)Cn2cc(C#N)c3ccccc32)CC1	2	-8	0.3	-2	1	-1	27*	-12	3
COc1ccc2c(c1)CC/C2=N\OC(=O)c1ccccc1C	0	-18	-0.6	1	2	0	-7	-20	16
COCCN1CC(CNC(=O)c2cc(COc3ccc(C)c(C)c3)on2)CC1=O (stereo not given)	3	-8	3.2	-17	11	-1	-10	-26	-18
Cc1ccsc1C(=O)N1CCN(c2ccccn2)CC1	2	-3	1.3	-6	13	-1	-5	-10	-12
O=C(Cn1c(SCc2ccccc2)nc2ccccc21)N1CCOCC1	0	-15	0.2	-9	2	-1	10	-4	2
CCCCCCn1c(=O)n2n(c1=O)[C@@H]1CN(S(=O)(=O)c3ccc(C)cc3)C[C@]1(O)[C@@H](OC(=O)NCc1ccccc1)C2	2	nt	0.2	9	14	6	0	nt	-9
CCOC(=O)c1[nH]c2c(c1C)C(=O)CC(c1ccco1)C2 (stereo not given)	5	-9	2.8	11	-1	1	2	-11	-5

Full records as entered above.
COc1cccc(/C=C/C(=O)OCC(=O)Nc2ccc(Cl)cn2)c1 in the list: CHRM4 agonist = 0; OXTR potentiate = -8; M1 ag parental = 1.0; CHO-K1 Ca antag = -6; M1 PAM = 2; CHRM1 agonist = -6; M4 antag = 6; CHO parental Ca = -13; M1 antag = -3
COc1ccc2c(c1)CC/C2=N\OC(=O)c1ccccc1C in the list: CHRM4 agonist = 0; OXTR potentiate = -18; M1 ag parental = -0.6; CHO-K1 Ca antag = 1; M1 PAM = 2; CHRM1 agonist = 0; M4 antag = -7; CHO parental Ca = -20; M1 antag = 16

Screens as filed in PubChem BioAssay.
